Kir21 block: Kir2.1 (mouse) channel inhibition; P35561; 0.85% of 310,000 active; HEK293-Kir2.1, FluxOR thallium flux fluorescence; hits give low values; AID 1672; B-score at 10 µM;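 active = fluorescence ratio B-score at or below minus 3 SD of library scores, with starting-brightness B-score within 2 SD, cut at about -4.2 in these data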;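 note: channel flux triggered by added potassium and thallium sulfate stimulus; B-score of peak minus minimum fluorescence over baseline after thallium stimulus; more negative B-score means stronger Kir2.1 block with less thallium influx; some compounds called inactive have numbers as strong as hits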
KCNQ2 inh: KCNQ2 potassium channel inhibitors, primary screen, cell-based, CHO-K1, FluxOR thallium flux, B-score (AID 2156) | 20 min; hits give low values | 1.1% of 310,000 active | B-score at 10 µM | O88943;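 active = fluorescence ratio B-score at most minus 3 library SDs, with starting brightness B-score within 2 library SDs, cut at about -5.5 in these data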
Target sequence (O88943 whole entry, looked up): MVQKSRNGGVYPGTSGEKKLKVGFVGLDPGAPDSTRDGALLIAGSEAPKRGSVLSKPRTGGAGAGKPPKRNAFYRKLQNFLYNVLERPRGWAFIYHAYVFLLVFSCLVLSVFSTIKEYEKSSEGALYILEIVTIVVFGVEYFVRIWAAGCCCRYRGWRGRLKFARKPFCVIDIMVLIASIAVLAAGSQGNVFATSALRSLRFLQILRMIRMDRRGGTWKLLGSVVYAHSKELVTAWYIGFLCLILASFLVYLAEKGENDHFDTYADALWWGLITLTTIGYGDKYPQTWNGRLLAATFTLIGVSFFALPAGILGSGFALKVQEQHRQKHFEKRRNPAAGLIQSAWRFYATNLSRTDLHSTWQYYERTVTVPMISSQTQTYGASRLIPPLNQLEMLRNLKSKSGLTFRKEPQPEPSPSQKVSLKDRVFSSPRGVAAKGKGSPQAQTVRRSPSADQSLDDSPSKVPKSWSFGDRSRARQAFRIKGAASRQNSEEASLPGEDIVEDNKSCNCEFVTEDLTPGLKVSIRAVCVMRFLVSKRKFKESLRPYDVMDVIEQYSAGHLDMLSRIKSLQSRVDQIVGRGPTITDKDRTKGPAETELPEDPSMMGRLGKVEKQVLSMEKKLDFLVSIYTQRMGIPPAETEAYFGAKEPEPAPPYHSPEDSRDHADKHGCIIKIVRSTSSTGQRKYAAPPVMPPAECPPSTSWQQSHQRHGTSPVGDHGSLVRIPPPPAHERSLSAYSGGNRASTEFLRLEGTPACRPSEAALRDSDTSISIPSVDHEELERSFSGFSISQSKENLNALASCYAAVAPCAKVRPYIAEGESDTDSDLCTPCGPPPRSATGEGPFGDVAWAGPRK
* hit, by the source's call; i = inactive.

compound	Kir21 block	KCNQ2 inh
CCCC(=O)NC(c1ccc(N(C)C)cc1)c1c(O)ccc2ccccc12 (stereo not given)	0.14	i
Cc1ccc(NC(=O)CSc2nc(N)cc(N)n2)cc1S(=O)(=O)N1CCOCC1	0.81	i
Cc1ccc2c(c1)NC(=O)c1cccc([N+](=O)[O-])c1CO2	-1.5	i
CCOC(=O)C1CCN(S(=O)(=O)c2ccc(NC(=O)OC)cc2)CC1	1.4	i
CCCCCC(=O)NC(=S)NNC(=O)CC	-0.07	i
COc1ccc(OC)c(-n2nnnc2SCC(=O)Nc2ccc(C(=O)N3CCCCC3)cc2)c1	-2	i
O=c1cc(NC2CCCCC2)c2ccccc2o1	-0.08	i
Cc1cccc(/C=N/n2c(C)cc(C)c(C#N)c2=O)c1	0.34	i
CC(=O)NC(CC(=O)N1CCCC1)c1ccccc1 (stereo not given)	0.82	i
N#CC1=C(N)Oc2n[nH]c(-c3cccs3)c2C1C1CCCCC1 (stereo not given)	0.69	i
COc1cccc(C(=O)NC2CCN(CC(=O)Nc3ccccc3Cl)CC2)c1	-1.8	i
COc1ccc(CC(=O)NC(C)CCc2ccccc2)cc1OC (stereo not given)	-2.7	i
CC(=O)CSc1nnc(-c2ccc(S(=O)(=O)N3CCCC3)cc2)n1C	-0.3	i
O=C1Cc2ccccc2C(=O)N1OCc1ccc(Cl)cc1	0.43	i
Cn1c(N=Nc2ccc(N3CCOCC3)cc2)[n+](C)c2ccccc21	2.5	i
NC(=O)N/N=C/c1cn(-c2ccccc2)nc1-c1cccnc1	-0.15	i
COc1ccc(CCNC(=O)CSC2=NS(=O)(=O)c3ccccc3N2)cc1OC	0.75	i
COc1ccc(Cn2c(C)ccc2C)cc1	-0.51	i
CN(c1ccccc1)S(=O)(=O)c1cccc(C(=O)N2CCN(c3ccccn3)CC2)c1	0.65	i
O=C1c2ccsc2SCCN1Cc1ccc(Cl)cc1Cl	-0.25	i
Cc1ccccc1NC(=O)CN1C(=O)NC2(CCCCC2)C1=O	-1.3	i
CCCCOC(=O)c1cccc(NC(=O)CC)c1	0.59	i
COc1ccc(OC)c(CNC(=O)CCSCc2ccc(F)cc2Cl)c1	0.01	i
COC(=O)c1ccc(NC(=O)Cn2nc(C)c3ccccc3c2=O)cc1	-0.03	i
CCC(=O)OCC(=O)Nc1cc([N+](=O)[O-])ccc1OC	1.5	i
Cc1cc([N+](=O)[O-])ccc1NC(=O)/C=C/c1cccs1	-1.4	i
COCCCNC(=O)C1CCN(c2ncccn2)CC1	0.93	i
C/C(=N\Nc1nc(C)cc(-c2ccccc2)n1)c1ccc(O)cc1	1.3	i
O=c1[nH]c2cc3c(cc2cc1CN(Cc1cccnc1)C(=S)NCc1ccco1)OCO3	1.1	i
O=C(CSc1ccccc1Cl)N1CCOCC1	-0.08	i
Cn1c(SCC(=O)c2cc3ccccc3o2)nnc1-c1ccccc1	0.04	i
O=C(CSc1nnc(CNC(=O)c2ccccc2F)o1)c1ccc(Cl)cc1	-0.24	i
CCn1c(COc2cccc(OC)c2)nnc1SCC(=O)N1CCOCC1	0.86	i
CSCCC1NC(=O)N(CC(=O)Nc2ccc(N3CCCCC3)cc2)C1=O (stereo not given)	0.15	i
CC(=O)N1c2ccc(S(=O)(=O)N3CCCC(C(=O)NCc4ccccc4Cl)C3)cc2CC1C (stereo not given)	-0.64	-6.2*
COc1ccc2nc(C)cc(SCC(=O)N/N=C/c3ccc(O)cc3O)c2c1	1.8	i

Profiles from above.
`Cc1ccc(NC(=O)CSc2nc(N)cc(N)n2)cc1S(=O)(=O)N1CCOCC1` across the screens: Kir21 block: 0.81; KCNQ2 inh: i
`O=C1Cc2ccccc2C(=O)N1OCc1ccc(Cl)cc1` across the screens: Kir21 block: 0.43; KCNQ2 inh: i

(list continues)
compound	Kir21 block	KCNQ2 inh
COC(=O)c1ccccc1NC=C1C(=O)OC2(CCCCC2)OC1=O	1.2	i
O=C(CSc1ccc(-c2ccco2)nn1)N1CCCC1	1.4	i
O=C(Oc1ccc2[nH]cc(CCN3C(=O)c4ccccc4C3=O)c2c1)c1ccco1	-1.6	i
Cc1cccc(NC(=O)CSc2nnc(CCCCCNC(=O)OC(C)(C)C)o2)c1C	-1.9	i
Cc1cc(C)c2c(n1)SCC(=O)N2CC(=O)NCCC1=CCCCC1	-0.23	i
O=C(/C=C/c1ccc([N+](=O)[O-])cc1)OCc1cnc(-c2ccccc2)o1	-0.39	i
Cc1cccc(N2CCN(S(=O)(=O)c3ccc4c(c3)NC(=O)CS4)CC2)c1C	0.15	i
CN(Cc1ccccc1)C(=O)CCNC(=O)Cn1cnc2ccccc2c1=O	-0.78	i
O=C(CCC1CCCC1)NNC(=O)c1ccccc1O	0.02	i
CC(O)(CS(=O)(=O)Cc1ccccc1)c1ccccc1Cl (stereo not given)	-0.05	i
CS(=O)(=O)N1N=C(c2ccco2)CC1c1ccccc1 (stereo not given)	0.5	i
Cc1ccc(S(=O)(=O)N2CCC(C(=O)NCCCOC(C)C)CC2)cc1	0.72	i
CCOC(=O)/C(C#N)=C/N=c1ccc(C)cn1C	-1.1	i
CC(C)Cc1nnc(NC(=O)c2cc3c(s2)CCC3)s1	1.4	i
CC(=O)c1nnn(-c2ccc([N+](=O)[O-])cc2)c1C	-0.36	i
O=C(Nc1ccc(F)cc1)C1CCCN(S(=O)(=O)c2ccc(-n3cnnn3)cc2)C1 (stereo not given)	0.83	i
O=C(O)c1cc2nccc(-c3ccco3)n2n1	-1	i
COc1ccc(C(=O)c2c[nH]c(C(=O)N=CN(C)C)c2)cc1	0.13	i
O=C(Cn1nnc(-c2ccc(N3CCOCC3)cc2)n1)OC1CCCCC1	-0.13	i
COC(=O)c1cccc(NC(=O)c2ccc3c(c2)C(=O)N(CC2CCCO2)C3=O)c1 (stereo not given)	0.02	i
COc1ccc(C(=O)c2cc3c(cc2[N+](=O)[O-])OCCO3)cc1	0.65	i
COc1ccc(-n2ncc3c(N4CCc5ccccc54)ncnc32)cc1	0.75	i
Cc1cc(C)cc(NC(=O)N2CCCN(c3ncccc3[N+](=O)[O-])CC2)c1	-0.67	i
O=C(C[n+]1cccc(Br)c1)c1ccc(-c2ccccc2)cc1	-0.83	i
C=CCNC(=S)Nc1ccc2nc(C)c(C)nc2c1	0.29	i
COc1cccc(C(=O)NCCS(=O)(=O)NCc2cccs2)c1	1.3	i
O=C(CN(Cc1ccccc1)C(=O)c1cccc([N+](=O)[O-])c1)Nc1c(Cl)cc(Cl)cc1Cl	-1.1	i
CC1CC(=O)C(C2c3ccccc3CCN2C(=O)CCl)C(=O)C1 (stereo not given)	0.02	i
O=C1[C@H]2[C@@H](/C=C/c3ccccc3)N3C(=O)CN(CC4CC4)C(=O)[C@@]3(Cc3ccccc3)[C@H]2C(=O)N1c1ccccc1	0.17	i
O=S(=O)(N1CCCCCC1)N1CCN(S(=O)(=O)N2CCCCC2)CC1	-0.75	i
COc1ccc(/C=C2\SC(=Nc3ccccc3)NC2=O)cc1	-1.4	i
Cc1ccc(N2CC(C(=O)NCc3nnnn3-c3ccc(C)c(C)c3)CC2=O)cc1 (stereo not given)	-1.2	i
Cc1cccc2sc(NNC(=O)c3cc(=O)c4ccccc4o3)nc12	0.01	i
C=CCSc1nnc(-c2cc3c(s2)-c2ccccc2CC3)o1	-0.92	i
Cc1cc(=O)oc(C)c1C(=O)NCc1cccnc1	1.1	i
CC1(O)N(CCC(=O)Nc2cccc(F)c2)C(=O)OC12CCCCC2 (stereo not given)	-0.72	i
c1ccc(-n2cnc3ccccc32)nc1	2.3	i
CC(=O)N(C)c1ccc(NS(=O)(=O)c2cc(Cl)ccc2Cl)cc1	-0.14	i
CN(C)CCOC(=O)CCCCCCCCC(=O)OCCN(C)C	0.07	i
O=C(Nc1ccc(F)cc1F)c1cc(-c2ccco2)nc2ccccc12	0.44	i
CCCCn1c(CN2C(=O)c3ccccc3C2=O)nc2ccccc2c1=O	-2	i
CCC(C)NCCOc1cccc(Br)c1 (stereo not given)	-1	i
Cc1cc(S(=O)(=O)NCc2cccnc2)ccc1-n1cnnn1	0.25	i
O=C(OCC(=O)N1CCCC1=O)C1COc2ccccc2O1 (stereo not given)	1.5	i
CCN1CCCC1CNC(=O)CN(C)S(=O)(=O)c1ccc(Cl)cc1 (stereo not given)	-0.56	i
CCOC(=O)C1CCCN(C(=O)Cn2ncc3c([nH]c4ccc(C)cc43)c2=O)C1 (stereo not given)	-0.15	i
NC(=S)N/N=C/c1coc2ccc(Br)cc2c1=O	0.45	i
COc1ccc(-c2nc(C)ncc2-c2ccccc2)c(O)c1	-2.2	i

Next part; it opens with the two that closed the last part.
compound	Kir21 block	KCNQ2 inh
NC(=S)N/N=C/c1coc2ccc(Br)cc2c1=O	0.45	i
COc1ccc(-c2nc(C)ncc2-c2ccccc2)c(O)c1	-2.2	i
CCCCN(C(=O)c1ccc([N+](=O)[O-])s1)c1c(N)n(CC(C)C)c(=O)[nH]c1=O	-1.2	i
O=C(COc1ccccc1F)N/N=C1\CCCc2ccccc21	-0.84	i
CCN(CC)c1ccc(N=Cc2cc(Br)ccc2O)cc1	1.4	i
CCOC(=O)c1c(CSc2ccccc2)oc2ccc(O)cc12	1.4	i
COc1cc(NC(=O)CSc2nc3ccccc3cc2C)c(C(=O)O)cc1OC	0.32	i
C=CCn1c(COc2ccccc2F)nnc1SCC(=O)Nc1cc2oc3ccccc3c2cc1OC	1.1	i
Cn1c(CCC(=O)OCC(=O)NCC(F)(F)F)nc(=O)c2ccccc21	0.22	i
COc1cc(SC)ccc1C(=O)N1CCN(c2ccc(O)cc2)CC1	0.3	i
COc1ccc(C(=O)N2CCCC(Nc3ccc(C)c(C)c3)C2)cc1 (stereo not given)	0.49	i
O=S(=O)(c1ccc(Cl)cc1)N1CCSC1c1ccco1 (stereo not given)	-6.5*	i
CC(CN1C(C)CCCC1C)OC(=O)c1ccc(F)cc1 (stereo not given)	0.91	i
C=CCn1cc(C(=O)NCCN(CC)CC)c(=O)c2cc(S(=O)(=O)N3CCCCCC3)ccc21	-1.2	i

In a second layout: 2 of the compounds above
Values run as follows: Kir21 block	KCNQ2 inh
CCOC(=O)c1c(CSc2ccccc2)oc2ccc(O)cc12
 : 1.4	i
COc1cc(NC(=O)CSc2nc3ccccc3cc2C)c(C(=O)O)cc1OC
 : 0.32	i

More structures follow:
compound	Kir21 block	KCNQ2 inh
O=C(CSc1nc2ccccc2c(=O)n1-c1ccc(F)cc1F)Nc1ccc(N2CCOCC2)cc1	-1.6	i
CCOC(=O)c1c(NC(=O)C2=COCCO2)sc2c1CCN(C(=O)OC)C2	-0.91	i
Cc1cccc(NC(=O)NCCN2CCN(c3ccccc3)CC2)c1C	1.6	i
CCn1cc(C(=S)N2CCC(C(N)=O)CC2)c2ccccc21	2.5	i
CCN=C1SC(C(N)=O)CC(=O)N1CC (stereo not given)	-1.1	i
CCn1c(=NC(=O)C2COc3ccccc3O2)sc2c(OC)ccc(OC)c21 (stereo not given)	0.4	i
C1CCN(c2nc3nonc3nc2N2CCCCC2)CC1	-0.54	i
O=C1c2oc3ccc(Cl)cc3c(=O)c2C(c2ccco2)N1CCN1CCOCC1 (stereo not given)	1.7	i
O=C(c1ccc(Cl)c(S(=O)(=O)N2CCCC2)c1)N1CCN(c2ncccn2)CC1	-2.5	i
CN(CC(=O)Nc1ccccc1C(F)(F)F)C(=O)C1=COCCO1	-0.53	i
O=C(NC1CC1)C1CCN(C2CCN(C(=O)Cc3ccc(F)cc3)CC2)CC1	0.02	i
Brc1cc2c(cc1-c1nc3ccccc3s1)OCO2	-1.9	i
O=C(COC(=O)CCc1nc2ccccc2c(=O)[nH]1)NC1CCS(=O)(=O)C1 (stereo not given)	-0.12	i
O=C(CSCSCC(=O)NCC1CCCO1)NCC1CCCO1 (stereo not given)	1.1	i
CCN1C(=O)N[C@@H](c2ccccc2)[C@@H](C(=O)OC)[C@H]1C	0.3	i
CC(C)(O)C#Cc1ccc(CN2CCN(C3CCCCC3)C(CCO)C2)s1 (stereo not given)	1.7	i
O=S1(=O)C=CC(c2ccccc2)C1 (stereo not given)	-0.01	i
O=C(c1cccs1)N1CCN=C1SCc1cccc(F)c1	0.93	i
Cc1ccccc1CN(c1ccc(C(N)=O)cc1)S(C)(=O)=O	0.5	i
CSC(SC)=C(C(C)=O)C(=O)c1ccc(C)cc1	-2.5	i
Nc1cc(N)nc(SCc2nnnn2-c2ccc(Cl)cc2)n1	-0.22	i
CC1Oc2ccccc2N(CC(=O)N2CCCC2)C1=O (stereo not given)	-0.21	i
COC(=O)CNC(=O)COC(=O)c1cc(Cl)cc(Cl)c1N	0.83	i
CC(C)c1ccc(OCC(=O)Nc2c3c(nn2C(C)(C)C)CS(=O)(=O)C3)cc1	-0.01	i
CCOc1cc(NS(=O)(=O)c2ccc(OC)cc2)c(OCC)cc1NC(C)=O	-0.51	i
CCOC(=O)N1C(=O)[C@](c2ccc(Cl)cc2)(C(C)C)N1C(=O)OCC	0.77	i
CC(=O)C1=C(C)NC(SCC(=O)c2cc(Cl)ccc2Cl)=C(C#N)C1c1ccco1 (stereo not given)	1.1	i
NS(=O)(=O)c1ccc(NC(=S)NCCc2ccccc2)cc1	-0.64	i
